Assay outcomes from PubChem BioAssay.
Cneo AK release = causes C. neoformans cell lysis; adenylate kinase release luminescence, 4 h; normalised: neutral wells 0, clomiphene wells 100; AID 651654; lysis activity, % at 15 µM; hit rate 0.2% among 360,000;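 active means mean lysis activity across replicates of at least 80%, whatever share of replicates individually reach that level; inactive means mean lysis activity below 80%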
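Assay system: C. neoformans cells. Amount: yeast cell density of 5 × 10^6 cells/mL. Technique: AK luminescence. Buffer or medium: YPD. Times: static 4 h at 37 °C with compound, 1 h detection. Dosing: single-point compound dose. Read-out: lysis from increased AK signal.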
PAX8 inh HTS = lowers PAX8-driven luciferase in RMG-I cells; RMG-I TPO-luciferase reporter, SteadyGlo, 24 h; inhibition, % at 12.6 µM; hit rate 1.2% among 360,000; AID 652154;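 active means mean replicate inhibition at least 60% with every replicate also reaching 60%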;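 further: luciferase light reporting Pax8 driven TPO promoter activity; plate controls were median of neutral control wells for no effect and mitoxantrone controls for full effect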
PGC1a acetyl inh = PGC1a acetylation modulation, inhibitor mode | hit rate 0.17% among 350,000 | inhibition, % at 15.6 µM | U2OS PGC1a acetylation, AlphaScreen anti-acetyl-lysine; with virally co-expressed GCN5 acetyltransferase | AID 651687;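 active means every replicate shows inhibition of at least 40%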;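 further: 0% = neutral control wells and 100% = positive control wells; some results beyond the cut were filed as inactive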
FN deposition inh = fibronectin deposition inhibition | AH1F fibroblasts, Alexa488-fibronectin deposition fluorescence, overnight | hit rate 0.086% among 350,000 | inhibition, % at 12.6 µM;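 active means mean inhibition across replicates of 30% or more, regardless of how many single replicates reach that level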;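 further: positive control wells lacked labelled fibronectin entirely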
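Assay system: AH1F fibroblast monolayer, labelled fibronectin deposition. Amount: 10000 cells per well. Also added: labelled fibronectin 24 nM. Compound: single-point pinned compound. Incubation: cell attachment 1 h, compound and FN exposure overnight. Detection: fluorescence after three HBSS washes, excitation 485 nm, emission 525 nm. Read-out: inhibition of fibronectin deposition signal.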
Casp6 inh = blocks human caspase-6 cleavage activity; hit rate 0.53% among 350,000; inhibition, % at 12.5 µM; P55212; AID 686996; purified caspase-6, Z-VEID-R110 cleavage fluorescence;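 active means mean inhibition across replicates at least about 35%, with every replicate also reaching that limit, limit read from the data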;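 further: 0% = median of neutral control wells and 100% = no fluorescence left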
Target sequence (P55212 24-179 limits assumed): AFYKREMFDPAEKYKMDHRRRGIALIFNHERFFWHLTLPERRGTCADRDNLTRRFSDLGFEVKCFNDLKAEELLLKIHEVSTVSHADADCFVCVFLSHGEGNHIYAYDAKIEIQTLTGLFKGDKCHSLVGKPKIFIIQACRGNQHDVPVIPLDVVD
Target sequence (P55212 194-293 limits assumed): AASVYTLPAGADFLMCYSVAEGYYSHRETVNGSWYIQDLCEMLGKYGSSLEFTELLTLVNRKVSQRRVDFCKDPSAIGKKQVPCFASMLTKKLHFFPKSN
miR122 inh = miR-122 inhibition in Huh7 cells; Huh7 miR-122 Renilla luciferase sensor, 48 h; neutral wells = 0, positive control = 100; hit rate 0.3% among 340,000; activation (reporter increase), % at 12.5 µM;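 active means mean replicate activation score at least 90 and every replicate individually at or above 90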;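 further: higher luciferase means less miR-122 activity so hits act as miR-122 inhibitors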
EWS-Fli block = inhibitors of EWS/Fli oncoprotein transcriptional activity; hit rate 0.67% among 350,000; AID 651661; A673 NR0B1-luciferase reporter, viability-normalised; inhibition, % at 12.6 µM;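 active means mean inhibition of at least 50% after viability correction, with every replicate also passing that limit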;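 further: firefly luciferase signal divided by Alamar Blue viability fluorescence both relative to DMSO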
LGR2 antag = inhibitors of bursicon-induced Drosophila LGR2 receptor cAMP signaling | HEK293 LGR2, CRE-luciferase, bursicon-stimulated, 4 h | hit rate 0.35% among 380,000 | inhibition, % at 9.99 µM;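 active means drop in luminescence signal, shown as inhibition above about 50% in the replicate tests, limit read from the data, passing the limit was not always enough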;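 further: agonist challenge used bursicon conditioned medium at about half maximal strength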
* = called active by the depositor; nt = not tested or not shown; [ ] = dose if it differs, or a comment.

Sequence of screens: Cneo AK release | PAX8 inh HTS | PGC1a acetyl inh | FN deposition inh | Casp6 inh | miR122 inh | EWS-Fli block | LGR2 antag
O=C(OCC(=O)c1ccccc1Br)c1ccncc1
    17 | 0 | -1 | -15 | 8 | -1 | -13 | 9
CC(=O)c1c(C)[nH]c(C(=O)COC(=O)CN2C(=O)C3CCCCC3C2=O)c1C (stereo unspecified)
    4 | -4 | 4 | 1 | 2 | -4 | -7 | -14
COc1ccc(OC)c(NC(=O)CCNS(=O)(=O)c2cccc3nonc23)c1
    0 | 6 | 8 | 0 | 1 | 6 | 5 | -5
COc1ccc(NC(=O)N(C)C[C@@H]2Oc3ccc(NS(=O)(=O)c4c(C)noc4C)cc3C(=O)N([C@H](C)CO)C[C@H]2C)cc1
    -2 | nt | 2 | nt | -5 | -5[16.7 µM] | 2 | -2
O=C1c2ccc(Cl)cc2S(=O)(=O)c2cccc(C(=O)N3CCN(c4ccc(Cl)cn4)CC3)c21
    -2 | 29 | nt | 4 | 4 | nt | 7 | -7
O=C(NCC1CCCO1)c1sc2ccccc2c1Cl (stereo unspecified)
    3 | nt | 0 | nt | nt | -4 | nt | -51
CC1CCN(CCCn2c(=S)[nH]c3c(sc4ccccc43)c2=O)CC1
    -2 | -14 | 4 | -5 | -3 | -8 | -15 | -17
CCOC(=O)N1CCC(N(CCN(C)C)C(=S)Nc2cc(Cl)cc(Cl)c2)CC1
    0 | 10 | -5 | -11 | -2 | -2 | 13 | 10
Cc1cc2nc(-c3ccc[nH]c3=O)n(Cc3cccc(F)c3)c2cc1C
    0 | -6 | 5 | 4 | 3 | -5 | -34 | -22
C[C@H]1C=C(C(=O)N2CCN(Cc3ccccc3)CC2)O[C@@H](OCc2ccc(CO)cc2)C1
    -2 | 5 | nt | nt | 1 | nt | -4 | nt
COc1cc(NC(=O)CCc2c(C)nc3nc(C)nn3c2C)cc(OC)c1
    1 | 12 | 9 | 2 | nt | 2 | nt | nt
COc1ccccc1-c1cnc(C(O)c2ccc(Cl)c(F)c2)[nH]1 (stereo unspecified)
    -1 | -33 | 2 | -13 | 2 | 10 | 7 | 6
Cc1noc(C)c1C(=O)Nc1nc(-c2cccs2)cs1
    0 | -87 | 5 | 0 | 0 | 10 | -46 | -41
O=C(NC[C@@H]1[C@@H](c2ccccc2)[C@H](CO)N1Cc1ccccn1)C1CCCC1
    5 | 2 | 15 | 4 | 0 | 36[16.7 µM] | 13 | -22
CCC(CC)C(=O)c1c[nH]c(C(=O)OC)c1
    -1 | 10 | nt | 5 | -1 | -1 | 0 | nt
CN(CC(=O)Nc1ccc(F)c(F)c1F)C(=O)Cc1ccc2c(c1)OCCO2
    0 | 12 | 2 | 4 | 2 | -4 | -5 | 0
CCN(CC)S(=O)(=O)c1ccc(OCC(=O)NC(=O)Cc2ccccc2)c([N+](=O)[O-])c1
    0 | 13 | 22 | 1 | 12 | 4 | -6 | 9
CN(C)S(=O)(=O)N1CCC(Oc2ccc(C(=O)NC3Cc4ccccc4C3)cc2)CC1
    3 | -11 | 6 | 12 | 2 | -3 | -23 | -13
O=C1OC(C(=O)NCc2ccccc2)Cc2ccccc21 (stereo unspecified)
    nt | -11 | nt | nt | -1 | nt | 1 | 17
Cc1ccc(C)c(N(CC(=O)NC(C)(C)C)C(=O)CNC(=O)c2cccs2)c1
    nt | 1 | -5 | -2 | 2 | -2 | -47 | 3
CCNC(=O)Oc1ccc(-c2csnn2)cc1
    nt | -15 | 4 | -7 | -2 | nt | -2 | 1
O=CNc1c(Br)cc2c(c1Br)Cc1cc(Br)ccc1-2
    -3 | 3 | -2 | nt | 0 | 23 | 2 | 35
Cc1cc(C(=O)CN2CCCC2)c(C)n1-c1ccc(Cl)cc1
    -2 | 3 | -4 | 6 | -5 | -6 | 18 | nt
CCSc1ccc([C@@H]2[C@@H]3C(=O)N(CC)C(=O)[C@@H]3[C@]3(C(=O)OC)CCCN23)cc1
    2 | -29 | 7 | 10 | 2 | -4 | -46 | -3
Cc1ccn2cc(CCNC(=O)C3CC=CCC3C(=O)O)nc2c1 (stereo unspecified)
    nt | 15 | 10 | 2 | -8 | 6 | -2 | 1
COc1ccc(S(=O)(=O)Nc2ccc3c(c2)C(=O)N([C@H](C)CO)C[C@H](C)[C@H](CN(C)C(=O)C2CCCCC2)OCCCC[C@H](C)O3)cc1
    4 | 52 | 6 | nt | -1 | -11[16.7 µM] | 3 | -4
CCC(=O)Nc1ccc2c(c1)C(=O)N(C)C[C@@H](OC)[C@H](C)CN(C(=O)Cc1cccnc1)[C@H](C)CO2
    -1 | nt | -7 | 4 | nt | -1[16.7 µM] | 6 | -1
CCN(CC(=O)Nc1c(F)cccc1F)C(=O)CSCC(=O)Nc1ccc(OC)cc1
    0 | -4 | nt | 10 | 1 | nt | -1 | -1
CO[C@@H]1CN(C)C(=O)c2cc(NC(=O)C3CC3)ccc2OC[C@H](C)N(C(C)=O)C[C@@H]1C
    -2 | 4 | -1 | -10 | 6 | nt | 6 | 5
CCC(=O)Nc1cccc(NC(=O)CSc2nnc(-c3ccc(NS(C)(=O)=O)cc3)n2C)c1
    2 | nt | -1 | nt | -2 | 2 | 1 | -7

An excerpt from above in order of heavy-atom count, largest number first:
Sequence of screens: Cneo AK release | PAX8 inh HTS | PGC1a acetyl inh | FN deposition inh | Casp6 inh | miR122 inh | EWS-Fli block | LGR2 antag
CCC(=O)Nc1cccc(NC(=O)CSc2nnc(-c3ccc(NS(C)(=O)=O)cc3)n2C)c1
    2 | nt | -1 | nt | -2 | 2 | 1 | -7
CCN(CC(=O)Nc1c(F)cccc1F)C(=O)CSCC(=O)Nc1ccc(OC)cc1
    0 | -4 | nt | 10 | 1 | nt | -1 | -1
Cc1ccc(C)c(N(CC(=O)NC(C)(C)C)C(=O)CNC(=O)c2cccs2)c1
    nt | 1 | -5 | -2 | 2 | -2 | -47 | 3

More compounds:
Sequence of screens: Cneo AK release | PAX8 inh HTS | PGC1a acetyl inh | FN deposition inh | Casp6 inh | miR122 inh | EWS-Fli block | LGR2 antag
CCCCN(C(=O)c1cccc(S(=O)(=O)N2CCN(Cc3ccccc3)CC2)c1)c1ccccc1
    0 | nt | nt | 7 | 5 | nt | 18 | -6
COc1ccc(Cc2c(-c3cccc(Cl)c3)nc3cc(C)c(Br)c(C)n23)c(C)c1
    nt | 19 | nt | -6 | -2 | nt | -1 | -8
CCN(CC)S(=O)(=O)c1cc(-c2nnc(-c3ccc(Br)cc3)o2)ccc1Br
    -10 | nt | -1 | nt | nt | 3 | nt | -2
O=C(CN(Cc1ccc(Cl)cc1)C(=O)CNS(=O)(=O)c1ccccc1)NCC1CCCO1 (stereo unspecified)
    -2 | 18 | nt | 22 | 2 | -4 | -17 | -8
Nc1nc(SCC(=O)N2CCCc3ccccc32)n[nH]1
    -3 | -1 | -9 | 6 | -4 | -13 | 5 | -4
Cc1ccc(C(=O)NC2CCN(CC(=O)NCc3cccs3)CC2)cc1
    nt | 4 | nt | 2 | 1 | nt | 7 | -7
C[C@H](CO)N1C[C@H](C)[C@H](CN(C)S(=O)(=O)c2ccc3c(c2)OCCCO3)OCc2cn(nn2)CCCC1=O
    0 | -26 | 12 | 4 | -3 | 1[16.7 µM] | 6 | 8
O=C(COC(=O)CCC(=O)N1CCOCC1)Nc1ccc(Br)cc1Br
    -1 | -9 | -22 | -26 | 0 | -1 | -15 | -8
N=C1C(c2nc3ccccc3c(=O)[nH]2)=C(O)CN1CCO
    0 | -33 | -3 | 1 | nt | -1 | nt | nt
O=C(CCNC(=O)c1ccco1)Nc1ccc(Cl)c(C(F)(F)F)c1
    0 | -1 | 8 | 6 | 2 | 1 | 1 | -13
COc1ccc(S(=O)(=O)N2CCN(Cc3cccs3)CC2)cc1OC
    -1 | 11 | 2 | -6 | -2 | -3 | 3 | -21
CC1CCN(C(=O)C2CCCN(S(=O)(=O)c3ccc4c(c3)CC(C)N4C(=O)C3CC3)C2)CC1 (stereo unspecified)
    0 | 15 | -8 | 6 | -3 | 3 | -2 | -13
Cc1ccccc1NC(=S)N(C)Cc1cn(C)c2ccccc12
    13 | 2 | nt | -2 | 0 | 3 | 9 | nt
COCCN(Cc1ccc(C)cc1)C(=O)[C@H]1O[C@@H](n2cnc(C(N)=O)n2)[C@H](O)[C@@H]1O
    nt | -137 | nt | 5 | -3 | nt | -23 | 16
OCC[C@H]1C[C@@H](O)[C@H](O)[C@@]2(Cc3ccccc3CO2)O1
    -2 | -3 | 2 | 3 | nt | -7 | -13 | -1

3 compounds drawn at random from those above:
Sequence of screens: Cneo AK release | PAX8 inh HTS | PGC1a acetyl inh | FN deposition inh | Casp6 inh | miR122 inh | EWS-Fli block | LGR2 antag
OCC[C@H]1C[C@@H](O)[C@H](O)[C@@]2(Cc3ccccc3CO2)O1
    -2 | -3 | 2 | 3 | nt | -7 | -13 | -1
COc1ccc(Cc2c(-c3cccc(Cl)c3)nc3cc(C)c(Br)c(C)n23)c(C)c1
    nt | 19 | nt | -6 | -2 | nt | -1 | -8
COCCN(Cc1ccc(C)cc1)C(=O)[C@H]1O[C@@H](n2cnc(C(N)=O)n2)[C@H](O)[C@@H]1O
    nt | -137 | nt | 5 | -3 | nt | -23 | 16

The results go on:
Sequence of screens: Cneo AK release | PAX8 inh HTS | PGC1a acetyl inh | FN deposition inh | Casp6 inh | miR122 inh | EWS-Fli block | LGR2 antag
O=C(CCl)NNc1cccc(Cl)n1
    0 | nt | 0 | nt | nt | 8 | nt | -10
O=C(N/N=C/c1ccc([N+](=O)[O-])o1)c1cn(-c2ccccc2)nc1-c1ccccc1
    nt | 5 | nt | -2 | 7 | nt | 8 | -1
COc1cc(C(=O)NCc2cn3cccc(C)c3n2)cc(OC)c1OC
    -1 | -5 | 11 | -3 | 3 | 1 | -24 | 4
Oc1ccc(N=Cc2c(O)ccc3ccccc23)cc1
    2 | 46 | 5 | 2 | 36* | 6 | 13 | 4
COc1cc2c(cc1OC)CN(Cc1ccc(C)s1)CC2
    3 | nt | -6 | 7 | nt | -1 | nt | nt
CNC(=O)NC(=O)COC(=O)c1cccc(S(=O)(=O)N2CC3(C)CC2CC(C)(C)C3)c1 (stereo unspecified)
    nt | -5 | nt | 1 | 4 | nt | 2 | 24
COCC(=O)N1[C@@H](CO)[C@@H]2c3ccccc3N(C(=O)c3ccccc3)C[C@@H]21
    -7 | -1 | -1 | nt | 1 | 4[16.7 µM] | 1 | 4
